# Screening data: PubChem BioAssay, several laboratories
# RGS8-Gao = modulates binding of RGS8 to human Galphao; multiplexed bead flow cytometry; actives lie on both sides; hit rate 0.34% among 220,000; P09471; response (percent of control binding), % at 10 µM; in the data active means response below about 60% or above about 140%; inactive means in between;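 further: Galphao activated as the GDP aluminium fluoride complex binding bead-coupled RGS8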
# Target sequence (P09471 whole entry, looked up): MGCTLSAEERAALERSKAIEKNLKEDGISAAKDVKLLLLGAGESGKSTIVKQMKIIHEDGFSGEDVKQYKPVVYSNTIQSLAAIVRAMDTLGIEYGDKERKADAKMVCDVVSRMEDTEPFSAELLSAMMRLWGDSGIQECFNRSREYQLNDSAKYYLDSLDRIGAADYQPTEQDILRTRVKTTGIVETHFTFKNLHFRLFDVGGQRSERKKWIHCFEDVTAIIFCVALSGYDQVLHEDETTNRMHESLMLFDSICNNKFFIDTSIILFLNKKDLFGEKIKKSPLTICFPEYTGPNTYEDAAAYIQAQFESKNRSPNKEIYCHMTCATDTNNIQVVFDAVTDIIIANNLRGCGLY
# Pf gametocyte = P. falciparum stage V gametocyte viability inhibition; P. falciparum stage V gametocytes, ATP luminescence, 24 h; inhibition, % at 10.9 µM; hit rate 0.065% among 150,000;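 active means inhibition above the mean plus 3 SD of compounds within the control limits, set per campaign, cut at about 38% in these data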;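 further: 0% = DMSO wells and 100% = medium only without gametocytes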
# Rab2A wt mod = changes GTP binding to wildtype dog Rab2A, up or down. GST-Rab2 wt beads, Bodipy-GTP binding, flow cytometry. GTP binding activity, % at 10 µM. hit rate 0.19% among 190,000. AID 760;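 active means GTP binding activity at least 20 points away from 100%, either lowered or raised; inconclusive means signal likely due to the compound's own green fluorescence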;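 further: 0% = beads with excess unlabeled GTP and 100% = no-compound control corrected for plate trend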
# Rab7 wt modul = alters GTP binding to wildtype dog Rab7; GST-Rab7 beads, fluorescent GTP binding, flow cytometry; actives lie on both sides; untreated = 100%, excess cold GTP = 0%; AID 758; GTP binding activity (percent of control), % at 10 µM; hit rate 0.055% among 190,000;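 active means fluorescent GTP binding to Rab7 beads changed by at least 20 points from the 100% baseline, either direction, mostly lower; inconclusive means compound itself probably fluorescent, or too few beads counted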;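 further: median green fluorescence of bound Bodipy-FL-GTP per Rab7 bead population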
# Rac1 act GTP bind = human Rac1 activated mutant GTP binding change; hit rate 0.11% among 190,000; GST-Rac1 activated beads, fluorescent GTP binding, flow cytometry; actives lie on both sides; 100% means binding = to untreated wells; P63000; AID 764; percent activity (GTP binding), % at 10 µM;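 active means GTP binding at least 20 percentage points away from the 100% baseline, in either direction, so actives lie on both sides; inconclusive means Compound likely fluorescent itself, or too few beads counted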
# Mcl1 Noxa PPI = Mcl-1/Noxa interaction inhibition. Q07820. TR-FRET Mcl-1/Noxa peptide binding, 2 h. inhibition, % at 21.7 µM. hit rate 1.5% among 220,000. AID 1022;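 active means compounds that cut the protein-peptide binding signal by more than 50% relative to plate controls in a single-dose test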;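 further: His-tagged Mcl-1 with rhodamine Noxa BH3 peptide and terbium anti-His antibody; 0% = Mcl-1 plus Noxa peptide wells and 100% = peptide-only wells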
# Target sequence (Q07820 whole entry, looked up): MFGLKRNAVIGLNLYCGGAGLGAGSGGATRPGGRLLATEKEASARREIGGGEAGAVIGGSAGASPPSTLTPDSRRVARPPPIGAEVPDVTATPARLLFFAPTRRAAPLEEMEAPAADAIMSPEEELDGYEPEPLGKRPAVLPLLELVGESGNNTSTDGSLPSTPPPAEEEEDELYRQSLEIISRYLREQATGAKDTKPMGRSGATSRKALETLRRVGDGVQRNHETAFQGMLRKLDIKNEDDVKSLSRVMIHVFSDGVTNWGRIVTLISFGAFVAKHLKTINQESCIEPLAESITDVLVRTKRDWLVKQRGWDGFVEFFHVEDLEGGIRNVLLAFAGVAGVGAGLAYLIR
# HRas wt GTP = changes GTP binding to wildtype human HRas. hit rate 0.14% among 190,000. GTP binding activity, % at 10 µM. GST-Ras wt beads, Bodipy-FL-GTP binding, flow cytometry; actives lie on both sides. AID 759;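 active means GTP binding activity at least 20% away from the 100% baseline, either lowered as inhibitor or raised as activator; inconclusive means flagged as likely green fluorescent, judged across all proteins in the well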;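 further: 0% = unlabeled GTP competition control and 100% = no-compound control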
# Cdc42 wt = modulators (inhibitors or activators) of GTP binding to human Cdc42 wildtype. GST-Cdc42 beads, Bodipy-GTP binding, flow cytometry; actives lie on both sides. percent activity (GTP binding), % at 10 µM. P60953. hit rate 0.2% among 190,000;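 active means percent activity GTP binding at least 20 points away from the 100% baseline, either down as inhibitor or up as activator; inconclusive means compound flagged as likely green fluorescent from well-wide comparison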;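 further: median bead fluorescence of bound Bodipy-FL-GTP at 100 nM; 0% = excess unlabeled GTP control and 100% = no compound control; below 100% means less GTP binding so inhibitor and above means activator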
# Target sequence (P60953 whole entry, looked up): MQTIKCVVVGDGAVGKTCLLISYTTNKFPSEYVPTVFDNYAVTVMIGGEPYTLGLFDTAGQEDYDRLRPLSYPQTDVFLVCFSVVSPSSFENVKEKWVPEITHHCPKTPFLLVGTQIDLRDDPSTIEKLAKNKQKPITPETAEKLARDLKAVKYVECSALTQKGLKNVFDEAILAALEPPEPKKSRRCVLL
# Rac1 wt GTP bind = human Rac1 wildtype GTP binding, inhibitors and activators; hit rate 0.27% among 190,000; P63000; AID 757; GST-Rac1 beads, fluorescent GTP binding, flow cytometry; actives lie on both sides; 0 = cold GTP competed, 100 = untreated; GTP binding activity (% of control), % at 10 µM;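 active means GTP binding activity at least 20 points away from the 100% control level, either lower or higher; inconclusive means compound flagged as likely green fluorescent, judged across all proteins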
# Bim-Mcl-1 = human Bim-Mcl-1 interaction inhibition; Q07820; Bead-based flow cytometry, Bim peptide-Mcl-1 binding; inhibition, % at 10 µM; hit rate 0.1% among 190,000; in the data active means inhibition above about 40%;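 further: 0% = no compound tracer wells and 100% = peptide blocker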
# Mcl1 Bid PPI = disrupts binding of human Mcl-1 to Bid peptide. AID 1021. hit rate 0.97% among 220,000. inhibition, % at 21.7 µM. Q07820. TR-FRET Mcl-1/Bid-Dy647 peptide binding, 1536-well;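 active means compounds that cut the binding signal by more than half at the single screening dose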;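 further: His-tagged Mcl-1 with europium anti-His antibody binding Bid BH3 peptide; 0% = Mcl-1 plus peptide wells and 100% = peptide-only wells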
# * hit, by the source's call; ? = inconclusive; · = not tested or not shown.
SMILES,RGS8-Gao,Pf gametocyte,Rab2A wt mod,Rab7 wt modul,Rac1 act GTP bind,Mcl1 Noxa PPI,HRas wt GTP,Cdc42 wt,Rac1 wt GTP bind,Bim-Mcl-1,Mcl1 Bid PPI
CC(C)(C)SCCNC(=O)COc1ccc(Cl)cc1,102,-12,103,101,98,16,103,103,110,-1,-14
O=C(CCc1ccccc1)NC(=S)Nc1ccc(S(=O)(=O)N2CCOCC2)cc1,101,0,98,100,99,10,101,101,103,0,-3
CCN1CCN(C(=O)Nc2ccccc2OC)CC1,102,·,101,99,97,44,98,99,101,-3,41
CCOC(=O)c1sc(C(=O)OCC)c(OCCO)c1OCCO,78,-73,103,99,100,-4,101,101,105,-8,-21
O=C(C1Cc2ccccc2CN1S(=O)(=O)c1ccc(F)cc1)N1CCCCC1 (stereo not given),99,1,93,93,92,-7,95,97,94,4,-11
CC(=O)c1ccc(C(=O)Nc2ccc(N3CCOCC3)cc2)cc1,110,·,96,95,100,12,97,97,97,0,-65
O=CNn1cnc2c(oc3nc(-c4ccccc4)cc(-c4ccco4)c32)c1=O,105,-22,93,101,90,40,94,87,88,4,-29
Cc1nc(C)c(/C(O)=C/c2nc3ccccc3oc2=O)s1,87,·,101,101,101,22,100,103,102,-1,-29
COc1ccc(-c2nnc3ccc(SCC(=O)N4CCCCC4)nn23)cc1OC,118,·,?,?,?,10,?,?,?,-2,10
COc1nc(C)nc2c1ccc1ccccc12,120,2,99,99,98,12,99,99,101,-2,-2
NS(=O)(=O)c1cc2c(cc1Cl)NC(C1C[C@H]3C=C[C@@H]1C3)NS2(=O)=O (stereo not given in full),102,·,99,99,100,7,100,101,105,-4,-18
O=C(N/N=C/c1ccc(-c2cccc([N+](=O)[O-])c2)o1)c1ccccc1O,103,·,90,97,89,38,91,89,85,2,38
Cc1ccc(C)n1NC(=O)c1ccc(Cl)cc1,100,10,105,103,99,-4,103,106,105,-2,2
CCOC(=O)c1c(NC(=O)CC)sc(C(C)=O)c1C,99,8,102,100,100,10,103,103,103,-3,21
CSc1cc(C)[nH]c(=O)n1,104,-2,99,106,95,8,99,96,102,-2,-6
Cc1nc(SCc2nc3ccccc3[nH]2)c2oc3ccccc3c2n1,102,·,99,101,97,-19,99,98,99,-1,-6
CC(C)n1cc([C@@H]2C[C@H]3CN(Cc4cccc(Cl)c4)C(=O)[C@]34CCCN24)cn1,105,25,99,97,99,-11,97,99,97,1,-31
O=C(O)C1CC(=O)N(c2ccc(OCc3ccc(Cl)cc3Cl)cc2)C1 (stereo not given),102,·,?,?,?,·,?,?,?,-4,5
CCCCNC(=O)c1onc(CSc2ccc(C(C)C)cc2)c1C(=O)O,107,13,93,98,91,-91,92,94,98,-6,42
CCc1cc2c(C)ccc(C)c2nc1SCC(=O)Nc1c(C)[nH]c(=O)[nH]c1=O,102,-12,100,98,99,-13,100,103,105,0,5
CCCN(CCC)C(=O)C1CCN(c2cc(C)nc3c(-c4ccc(OC)c(OC)c4)c(C)nn23)CC1,101,·,104,103,100,7,103,103,105,0,-39
Cc1ccc(C(=O)N/C(=C\c2ccc(Cl)cc2)C(=O)NCCCN2CCOCC2)cc1,107,13,104,103,101,8,103,103,108,-2,4
CCOC(=O)C1=NN(c2ccc(Cl)cc2)C(c2ccccc2)CC1=O (stereo not given),·,12,99,99,95,15,99,100,101,0,-18
C=CCOc1ccc(CNc2nn[nH]n2)cc1OC,102,·,103,98,103,2,103,104,99,0,-15
O=C(/C=C/Nc1ccc(F)cc1)c1ccc(Br)cc1,103,17,96,101,97,-7,97,96,100,-2,-12
O=C(NCCc1ccc(Cl)cc1)C1CCC(=O)N1Cc1ccccc1Cl (stereo not given),93,·,93,93,98,3,99,99,99,0,-33
CNC(=S)NCc1ccc2[nH]c(C)cc2c1,106,12,100,105,97,-11,99,96,97,-3,-62
NNC(=O)c1cnn(-c2ccccc2)c1-n1cccc1,99,6,93,93,95,22,97,97,101,-5,-46
COC(=O)c1sccc1NC(=O)CSc1ccccc1NS(=O)(=O)c1ccccc1Cl,111,19,100,99,98,5,98,98,98,-4,-4
CC(=O)Nc1ccc(N=C(C2=C(O)c3ccccc3C2=O)c2ccccc2)cc1,100,7,100,98,96,1,99,97,99,0,-46
CCN(CC)C(=O)COc1ccc(S(=O)(=O)N2CCOCC2)cc1,99,-43,?,?,?,6,?,?,?,0,-9
Cc1ccc(NC(=O)CN2CCC(NC(=O)C3CCCCC3)CC2)c(Br)c1,102,6,99,96,98,1,101,101,100,-3,-17
Cc1cc(C(=O)N(C)Cc2ccc(Br)cc2)no1,100,·,101,100,101,-10,100,107,115,-4,-34
NC(=O)CSc1ncc(-c2ccc([N+](=O)[O-])cc2)[nH]1,99,-4,101,109,104,21,102,102,103,-2,-25
CN(C)c1ccc(/C=N/NC(=O)c2ccc(CN3C(=O)c4cccc5cccc3c45)cc2)cc1,97,·,97,100,96,32,100,101,101,-5,-15
COc1ccc(Cl)c(Cn2c(NCc3ccccn3)nc3c2c(=O)n(C)c(=O)n3C)c1,99,15,98,97,100,12,100,103,102,-5,-13
Cc1ccc(C(=O)COC(=O)CNC(=O)CN2C(=O)c3ccccc3C2=O)cc1,108,-1,97,98,100,19,99,100,100,-4,-11
C=CCn1c(SCC(=O)c2ccc(CNC(C)=O)o2)nc2ccccc2c1=O,98,1,101,99,99,21,102,104,104,0,-29
Cn1cnnc1SCc1ccc(C(=O)NN)cc1,102,0,103,105,94,20,100,101,103,0,-21
O=C(COc1cccc(NC(=O)c2ccco2)c1)c1ccc(F)cc1,99,13,?,?,?,-4,?,?,?,-5,-10
COC(=O)c1cc(C(=O)OCC(=O)N2c3ccccc3NC(=O)C2(C)C)cc([N+](=O)[O-])c1,108,·,98,96,99,20,97,96,96,-4,2
COCCCNc1oc(-c2ccccc2OC)nc1C#N,101,4,98,96,100,15,100,102,101,-3,-17
COCCn1c(SCC(=O)NCc2ccco2)nnc1C(C)C,98,·,94,95,94,-6,95,98,97,-3,-27
Cc1nnc2ccc(N3CCN(c4cccc(C(F)(F)F)c4)CC3)nn12,103,·,100,95,100,15,100,102,100,0,-10
CN1C(=O)C(CC(=O)Nc2ccccc2)S/C1=N/c1nccs1 (stereo not given),97,29,97,104,96,2,99,98,97,0,-9
CN(C(=O)COc1ccc(C(C)(C)C)cc1)C1CCS(=O)(=O)C1 (stereo not given),102,-1,102,100,99,-7,101,104,106,-5,-5
CC(C)C(=O)Nc1ncc(Cc2ccc(Cl)cc2)s1,93,-14,100,103,96,-14,97,103,100,0,9
CNC(=O)c1ccc(NC(=O)c2cccc(C(F)(F)F)c2)cc1,98,·,96,102,96,-5,97,96,97,-5,-27
Cc1cc(C)cc(N(CC(=O)NCC2CCCO2)S(=O)(=O)c2c(C)noc2C)c1 (stereo not given),104,·,100,101,100,8,100,99,103,0,-2
O=C1OC(c2cccc([N+](=O)[O-])c2)C2(CCCC2)C(=O)C12CCCCC2 (stereo not given),103,·,98,98,100,-11,98,99,102,0,4
Cn1c(CN2CCCC2)nc2cc(NC(=O)COc3ccccc3)ccc21,101,-10,102,103,100,3,103,105,102,-1,-40
CCCCc1ccc(NC(=S)NCC2CCCO2)cc1 (stereo not given),103,1,96,96,95,11,95,96,98,2,-42
Cn1c(SCC(=O)c2ccccc2)nnc1-c1cnccn1,98,·,100,97,100,6,101,105,108,1,-36
Cc1ccc(/C=N/NC(=O)Cn2cnc3ccccc32)cc1,98,18,97,98,95,-12,95,95,94,-1,-38
COc1ccc(N(CN2C(=O)c3ccccc3C2=O)C(=O)COc2ccc(Cl)cc2Cl)cc1,100,-8,99,98,97,18,100,100,103,-26,1
COc1ccc(CCn2c(=N)c(C(=O)NCc3ccco3)cc3c(=O)n4ccccc4nc32)cc1,100,-8,85,92,96,68*,88,87,90,2,0
CC1(C)CC(=O)C2=C(C1)NC(=O)CC2c1ccccc1F (stereo not given),104,-9,101,103,101,33,102,105,111,-2,-5
Cc1cccc(C(=O)N2CCc3ccccc3C2)c1[N+](=O)[O-],101,3,101,98,98,-13,98,100,105,-3,-5
Cc1ccc(CCN2CC(C(=O)NCCCN(C)Cc3ccccc3)CC2=O)cc1 (stereo not given),116,·,104,101,97,2,102,103,103,1,-6
CCCCC(=NCCO)C1=C(O)C(C(=O)OC)C(C)(C)CC1=O (stereo not given),100,·,102,102,103,-13,104,105,106,0,0

# Following part.
SMILES,RGS8-Gao,Pf gametocyte,Rab2A wt mod,Rab7 wt modul,Rac1 act GTP bind,Mcl1 Noxa PPI,HRas wt GTP,Cdc42 wt,Rac1 wt GTP bind,Bim-Mcl-1,Mcl1 Bid PPI
Cc1nn(Cc2c(Cl)cccc2Cl)c(C)c1NC(=O)CCCn1nc(C)c([N+](=O)[O-])c1C,102,15,100,102,99,-5,100,102,106,-3,-24
CN(C)S(=O)(=O)c1ccc(Cl)c(NC(=O)CN2CCCCCC2)c1,101,·,97,94,94,13,93,93,98,0,-20
COc1ccccc1C(=O)Nc1ccc2c(c1)nc(CN1CCN(C(C)=O)CC1)n2C,100,-7,101,103,102,21,105,102,109,-1,-5
CCN1C(=O)/C(=c2\o/c(=C3\C=Cc4ccccc4N3CC)c(=O)n2CC)SC1=S,100,·,89,91,89,10,93,93,92,0,-22
N#CCCN1CCN(C(=S)c2ccc(-c3ccc(Cl)cc3)o2)CC1,104,·,103,102,103,8,103,106,107,0,-33
Nc1nnnn1/N=C/c1ccccc1OCc1ccccc1,101,·,103,101,100,9,102,104,111,3,1
CC(=O)Nc1sc2c(c1C(c1ccc(Cl)cc1)N1CCOCC1)CCCC2 (stereo not given),102,-14,103,102,101,19,103,101,102,-2,-32
COCCN1Cc2cccc(C(=O)NC(C)CCc3ccco3)c2C1=O (stereo not given),96,-2,97,94,96,10,96,95,94,-2,-13
C=CCn1c(Cc2ccc(OC)cc2)nnc1SCC(=O)NCCc1ccccc1,106,·,95,97,93,3,97,96,98,1,-86
CN(Cc1ccc2nonc2c1)Cc1nc(Cc2cccc(F)c2)no1,109,·,92,96,91,-3,92,91,93,0,-26
CC1(C)CC(=O)CC(C)(C)N1OC(=O)c1ccco1,103,·,101,101,98,-8,101,101,104,0,5
